inhibitors of VEEV: inhibitors of VEEV TC-83 cytopathic effect, confirmation, Vero cells (AID 588727); one-dose inhibition, % at 20 µM; IC50 in µM for titrated hits; Vero cells, VEEV TC-83 cytopathic effect inhibition; higher % means a stronger effect; 350,000 tested, 0.13% active; in the data active means a potency from the dose series; inconclusive means inhibition mostly from about 14% at the one dose, without a potency; inactive means the rest, 99 in 100 with inhibition below about 12%; further: strong numbers were not always called active
Salmonella PhoP GFP: Inhibition of PhoP regulon, Salmonella typhi GFP reporter cells, confirmation, 4 h (AID 1850). Salmonella Typhi PhoP-promoter GFP reporter, fluorescence, 4 h; higher % means a stronger effect. 310,000 tested, 0.33% active. inhibition, % at 50 µM, or IC50 in µM where a hit was titrated; in the data active means a potency from the dose series; inconclusive means inhibition mostly from about 25% at the one dose, without a potency; inactive means the rest, 99 in 100 with inhibition below about 19%;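 further: 0% = induced wells with vehicle and 100% = uninduced wells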
M. tuberculosis HTS: M. tuberculosis growth inhibition, HTS (AID 449762) | M. tuberculosis H37Rv growth inhibition, 7H9 media; higher % means a stronger effect | inhibition, % at 25 µM, or IC50 in µM where a hit was titrated | 330,000 tested, 0.59% active; in the data active means a potency from the dose series; inconclusive means inhibition above about 70% without an active follow-up result;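 further: bacterial growth assessed after seven days of incubation; strong numbers were not always called active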
influenza NS1A: NS1A inhibition, H1N1 influenza, cell based functional assay (AID 504329). 340,000 tested, 0.3% active. inhibition, % at 12.5 µM; hits with a dose series show IC50 in µM. NS1A functional cell-based assay, percent inhibition; higher % means a stronger effect; in the data active means a potency from the dose series; inconclusive means inhibition above about 27% without an active follow-up result; further: strong numbers were not always called active
M. tuberculosis: growth inhibition of non-replicating M. tuberculosis (AID 488890). Mycobacterium tuberculosis non-replicating, growth inhibition; higher % means a stronger effect. inhibition, % at 25 µM, or IC50 in µM where a hit was titrated. 320,000 tested, 0.39% active; in the data active means a potency from the dose series; inconclusive means inhibition mostly from about 82% at the one dose, without a potency; inactive means the rest, 99 in 100 with inhibition below about 76%;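 further: plate controls were DMSO cells for no effect and high antibiotic wells for full effect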
inhibitors of VEEV 10K pilot screen: also measured in inhibitors of VEEV; calls as there; inhibition, %; measured here: 10K pilot screen inhibition
* marks the source's active call; other numbers are inactive results; i = inactive; ? = inconclusive; nt = not tested or not shown.

SMILES | inhibitors of VEEV | Salmonella PhoP GFP | M. tuberculosis HTS | influenza NS1A | M. tuberculosis | others
O=C(Nc1ccc(Cl)c(Cl)c1)Nc1ccccc1C(=O)O | 32% | -2% | -2% | 0% | 54%
c1ccc2c3c(c(CN4CCCC4)cc2c1)COC3 | 0.1% | 13% | 3% | -7% | 13%
O=C(O)c1ccc(Cn2cnc3c(=S)nc[nH]c32)cc1 | i | nt | nt | -19% | nt
Cc1cc(N2CCCC2)ccc1NC(=O)CN1C(=O)NC(C)(c2ccccc2)C1=O (stereo not drawn) | 7.6% | 13% | -5% | -8% | 21%
COc1ccc(-c2ccc(S(=O)(=O)NCC3CCCO3)cc2)cc1 (stereo not drawn) | 0.7% | -7% | 1% | -7% | 77%
Nc1nnc(SCC(=O)Nc2ccc(N3CCOCC3)cc2)s1 | 1.8% | 6% | -11% | -5% | -6%
COc1cccc(-n2c(-c3ccoc3)nc3ccccc3c2=O)c1 | 2.1% | 8% | -5% | 4% | -8%
NC(=O)c1ccccc1NC(=O)/C=C/c1ccccc1 | 0.5% | -19% | 2% | -6% | 3%
CC(C)(C)NC(=O)Nc1ccc(Cn2cc(C(F)(F)F)ccc2=O)cc1 | 0.7% | 9% | -5% | 8% | -6%
COC(=O)c1ccc(CSc2nnc(Nc3ccccc3OC)s2)o1 | nt | 1% | 1% | nt | 24%
CCn1c(=O)cc(OCC(=O)N2CCN(c3cccc(C(F)(F)F)c3)CC2)c2ccccc21 | i | -5% | 37% | 4% | 47%
COCCN(C(=O)CSc1nnc(-c2cccc(F)c2)n1N)c1c(N)n(CC(C)C)c(=O)[nH]c1=O | 4.6% | -3% | -9% | 5% | 0%
Cc1cc(C)c(S(=O)(=O)Nc2ccc(C(N)=O)cc2)c(C)c1 | 0.3% | -4% | -3% | 4% | -10%
Cc1csc(SCC(=O)Nc2cccc(C)c2C)n1 | 1.7% | nt | -5% | -10% | 64%
O=C(Nc1ccc(F)cc1)C1COc2ccccc2O1 (stereo not drawn) | i | -11% | 0% | -21% | ?
Cc1ccc2[nH]c(O)c(N=NC(=O)C(C)n3cnc4ccccc4c3=O)c2c1 (stereo not drawn) | 4.3% | 4% | 14% | 4% | 44%
O=C(NCCCCCc1nc2ccccc2[nH]1)c1ccccc1Cl | i | -1% | 2% | 1% | -4%
CCC(Sc1ccccn1)C(=O)Nc1cccc([N+](=O)[O-])c1 (stereo not drawn) | i | 9% | 32% | 6% | 9%
COc1ccc(N2CSC3=C(C#N)C(c4cccs4)CC(=O)N3C2)cc1 (stereo not drawn) | i | 5% | ? | -11% | 8%
CCN(CC)S(=O)(=O)c1ccc(Cl)c(C(=O)NCC2CCCO2)c1 (stereo not drawn) | 0.4% | -7% | 4% | 9% | 3%
CC(=O)Nc1ccc(OC(=O)N(C)C)cc1 | i | -1% | -2% | 0% | -5%
CCCCN(C(=O)CSc1ncn[nH]1)c1c(N)n(Cc2ccccc2)c(=O)[nH]c1=O | 3.9% | nt | 1% | -7% | 14%
COc1ccc(-c2noc(CN(C)C(=O)c3ccoc3C)n2)cc1OC | 1.4% | 4% | -10% | 9% | -5%
CCCCc1nnc(NC(=O)C(C)Sc2nc(N)cc(=O)[nH]2)s1 (stereo not drawn) | 1.1% | -4% | 3% | 1% | 8%
CCn1c(=N)n(CC(=O)c2cccc(OC)c2)c2ccccc21 | 0.5% | -11% | 9% | 6% | 21%
O=C(COC(=O)Cn1cnc2ccccc2c1=O)Nc1cc(Cl)ccc1[N+](=O)[O-] | i | -19% | -10% | -10% | -12%
CC(C)c1ccc(/C=C/C(=O)NCCC2=CCCCC2)cc1 | 0.2% | 13% | 5% | -9% | 65%
COc1ccc(CN2CCNC(=O)C2CC(=O)N(C)Cc2nc(C)cs2)c(OC)c1 (stereo not drawn) | 1.2% | -1% | -21% | 9% | 4%
CCOc1ccc(N(C(C)C(=O)N2CCOCC2)S(C)(=O)=O)cc1 (stereo not drawn) | 0.4% | -4% | -7% | -5% | 50%
CCCN(CCO)Cc1ccc2ccccc2c1 | 0.4% | 3% | 23% | -19% | -6%
NCC(O)CN1CCN(Cc2ccccc2)CC1 (stereo not drawn) | i | 0% | 4% | -27% | 0%
N#CCc1ccc(NC(=O)c2cc(S(=O)(=O)N3CCOCC3)ccc2Cl)cc1 | i | -9% | 5% | 15% | -17%
CC12CCC(C(N)=O)(C1Br)C2(C)C (stereo not drawn) | 5.8% | -2% | 1% | -6% | -10%
O=C(Nc1ccc(-n2cc(Br)cn2)cc1)c1ccncc1 | i | -7% | 56% | -11% | 29%
CCC(=O)Nc1ccc(N2CCN(C(=O)c3cccs3)CC2)cc1 | 0.0% | -9% | 0% | 0% | 12%
Cc1ccc(N2CC(C(=O)N3CCC(C(=O)NCCCOC(C)C)CC3)CC2=O)cc1 (stereo not drawn) | 3.7% | 9% | 1% | -12% | -10%
Cc1cccc(OCC(=O)N2CCN(Cc3cccnc3)CC2)c1 | 1.2% | 0% | -11% | -2% | -2%
COc1ccc(/C=C/C(=O)Nc2ccccc2C)cc1S(=O)(=O)N1CCOCC1 | 12% | -7% | -8% | -14% | 16%
COc1ccc(S(=O)(=O)N2CCCCCC2)cc1NC(=O)Cc1ccc(OC)c(OC)c1 | 5.8% | nt | 1% | -24% | 33%
O=C(O)c1csc(-n2nc(-c3ccccc3)cc2C(F)(F)F)n1 | 1.5% | 8% | -4% | 7% | 6%
CCCCN(CC)Cc1ccc(CNC(=O)Nc2ccc(OC)cc2OC)o1 | 0.5% | 6% | -2% | 2% | 36%
CCCCCOC(=O)c1ccccc1C(=O)O | 2.5% | -2% | -5% | 13% | 1%
CSc1ccc(C(=O)N2CCC(CCC(=O)NC3CC3)CC2)cc1 | 3.2% | 2% | 7% | -3% | 3%
COc1ccc(COC(=O)NNC(=O)c2ccc(OC)cc2)cc1 | i | 4% | -15% | -17% | -31%
COC(=O)c1c(NC(=O)CN2CCC3(O)CCCCC3C2c2ccccc2OC)sc(C)c1C (stereo not drawn) | 4.5% | -7% | 2% | -5% | 23%
COc1ccccc1N=C(C)C1=C(O)CC(c2ccccc2)CC1=O (stereo not drawn) | 12% | 11% | -3% | 10% | 14%
CCCn1c(-c2cc(OC)c(OC)c(OC)c2)nc2nc3ccccc3nc21 | 0.8% | -21% | -14% | -3% | ?
CCCn1c(C(C)Nc2nc(-c3ccc(Cl)c([N+](=O)[O-])c3)cs2)nc2cc(Cl)c(N3CCCCC3)cc21 (stereo not drawn) | i | 7% | 1% | -9% | 19%
C=CCNC(=O)C1CC(=O)N(c2ccc(C)cc2)C1 (stereo not drawn) | 1.3% | -2% | 4% | -4% | -1%
CCCCNC(=O)NS(=O)(=O)c1ccc(NC(=O)C(NC(N)=O)C(C)CC)cc1 (stereo not drawn) | i | -1% | 1% | 2% | -19%

Taken from the results shown (3 entries):
SMILES | inhibitors of VEEV | Salmonella PhoP GFP | M. tuberculosis HTS | influenza NS1A | M. tuberculosis | others
CCCn1c(C(C)Nc2nc(-c3ccc(Cl)c([N+](=O)[O-])c3)cs2)nc2cc(Cl)c(N3CCCCC3)cc21 (stereo not drawn) | i | 7% | 1% | -9% | 19%
C=CCNC(=O)C1CC(=O)N(c2ccc(C)cc2)C1 (stereo not drawn) | 1.3% | -2% | 4% | -4% | -1%
CCCCNC(=O)NS(=O)(=O)c1ccc(NC(=O)C(NC(N)=O)C(C)CC)cc1 (stereo not drawn) | i | -1% | 1% | 2% | -19%

Of the compounds above, these contain two or more sulfur atoms:
SMILES | inhibitors of VEEV | Salmonella PhoP GFP | M. tuberculosis HTS | influenza NS1A | M. tuberculosis | others
Nc1nnc(SCC(=O)Nc2ccc(N3CCOCC3)cc2)s1 | 1.8% | 6% | -11% | -5% | -6%
COC(=O)c1ccc(CSc2nnc(Nc3ccccc3OC)s2)o1 | nt | 1% | 1% | nt | 24%
Cc1csc(SCC(=O)Nc2cccc(C)c2C)n1 | 1.7% | nt | -5% | -10% | 64%
COc1ccc(N2CSC3=C(C#N)C(c4cccs4)CC(=O)N3C2)cc1 (stereo not drawn) | i | 5% | ? | -11% | 8%
CCCCc1nnc(NC(=O)C(C)Sc2nc(N)cc(=O)[nH]2)s1 (stereo not drawn) | 1.1% | -4% | 3% | 1% | 8%

(listing goes on)
SMILES | inhibitors of VEEV | Salmonella PhoP GFP | M. tuberculosis HTS | influenza NS1A | M. tuberculosis | others
Cc1ccccc1C(=O)NNC1CC(=O)N(c2ccc3c(c2)OCCO3)C1=O (stereo not drawn) | 0.5% | -22% | 3% | -5% | -10%
Nc1cc(=O)nc(SCC(=O)Nc2ccccc2)n1-c1ccccc1 | 0.2% | -4% | 1% | -5% | -2%
O=C(O)CCCn1cc(NC(=O)c2ccc(Br)o2)cn1 | 0.6% | 4% | -7% | -6% | -23%
CN1CCN(S(=O)(=O)c2ccc(Cl)c3ccccc23)CC1 | i | 6% | -7% | 5% | 0%
CC1CN=C(Nc2cccc3ccccc23)S1 (stereo not drawn) | 3.2% | 23% | 11% | 8% | 21% | inhibitors of VEEV 10K pilot screen=0.8
CCOC(=O)CCc1c(C)c(C#N)c2[nH]c3ccccc3n2c1=O | 1.5% | 8% | ? | 8% | 73%
Cc1cc(NC(=O)c2ccc(Cl)cc2)c(C)cc1O | 0.8% | 2% | -7% | -1% | 8%
CN(C(=O)c1cnccn1)c1c(N)n(Cc2ccccc2)c(=O)[nH]c1=O | i | -8% | -6% | -2% | 9%
CCCS(=O)(=O)N1CCC(C(=O)NCc2ccco2)CC1 | 0.0% | -2% | 2% | 1% | -2%
CCCCCNC(=O)CCn1c(=O)oc2ccccc21 | 4.6% | 1% | 2% | -1% | -8%
CN(Cc1cccc(F)c1)C(=O)CSc1nnc(C2CC2)n1C1CC1 | 1.2% | nt | nt | 7% | nt
COC(=O)C1=C(c2ccc(F)cc2F)C[C@@H]2CC[C@H]1N2C(=O)N1CCC(C)CC1 | i | nt | -1% | -2% | -8%
COCc1c(C(=O)Nc2ccc(C)c(S(=O)(=O)N3CCOCC3)c2)oc2ccccc12 | 5.6% | nt | nt | -8% | nt
CCOC(=O)c1ccc(S(=O)(=O)Nc2ccccc2-c2nnn(CC)n2)cc1 | 0.7% | nt | nt | -8% | nt
CC(C)n1nnnc1SCC(=O)N1CCN(C(=O)c2ccco2)CC1 | 2.2% | -5% | -5% | -7% | 6%
Cc1cc(NC(=O)/C(C#N)=C/c2ccc(-c3cccc(C(F)(F)F)c3)o2)n(-c2ccccc2)n1 | 2.3% | -16% | 10% | -4% | 9%
CC(C)NC(=O)Cn1cc(S(=O)(=O)N2CCCC2)c(S(=O)(=O)N2CCCC2)c1 | i | -14% | 7% | 10% | 3%
O=C1/C(=C/c2ccc(O)c(O)c2)Oc2cc(O)ccc21 | 2.7% | 12% | -14% | 9% | -13%
CC(=O)N1CCOc2cc(S(=O)(=O)NC(C)c3ccccc3)c(Cl)cc21 (stereo not drawn) | 0.3% | -2% | -2% | 3% | -13%
CC(=O)NC(Cc1ccc(F)c(F)c1)C(=O)NC1CCN(C(=O)c2ccc(Cl)cc2)CC1 (stereo not drawn) | 0.8% | -13% | 1% | 4% | 7%
CC1CCN(C(=O)CSC2=NS(=O)(=O)c3cc(F)ccc3N2)CC1 | 0.6% | 4% | 4% | 3% | -4%
O=C(COc1ccccc1Cl)Nc1cc(Cl)ccc1O | 1.1% | nt | nt | 11% | nt
Cc1cccc(-c2nnc3n2N=C(c2ccccc2Br)CS3)c1 | 5.3% | 15% | -7% | -6% | 38%
CCCC(=O)Nc1nc2ccc(S(=O)(=O)N3CCCCC3)cc2s1 | 9.1% | -4% | -6% | 3% | nt
O=C(COC(=O)CN1C(=O)c2ccccc2C1=O)NC1CCCC1 | 0.6% | 12% | 1% | -5% | -2%
NC(N)=NS(=O)(=O)c1ccc(N)cc1 | 0.8% | 3% | 23% | 2% | 55%
Cc1ccc(S(=O)(=O)N2CCN(C(=O)CCn3cncn3)CC2)cc1 | i | 17% | -2% | -6% | -20%
CCCNC(=O)Nc1cccc(NC(C)=O)c1 | i | 2% | -3% | -5% | 5%
COc1cccc(NC(=O)COC(=O)c2cc(S(=O)(=O)N3CCOCC3)ccc2C)c1 | 1.1% | -7% | -2% | 1% | 11% | inhibitors of VEEV 10K pilot screen=5.9
O=C(OCCc1cc2ccccc2c(=O)o1)c1cccc(Br)c1 | i | nt | 11% | 9% | 46%
O=C(c1cc2c(s1)CCCC2)N1CCN(Cc2ccc3c(c2)OCO3)CC1 | 4.4% | 3% | ? | -13% | 22%
COc1ccccc1OCc1ccc(C(=O)NCC(C)C)o1 | 0.4% | -9% | 8% | 6% | 13%

Compound activity: PubChem, Southern Research Specialized Biocontainment Screening Center
